Compound activity deposited in PubChem BioAssay by National Center for Advancing Translational Sciences (NCATS).
CBFb RUNX1 block: blocks binding between human CBF-beta and RUNX1; AlphaScreen CBFb-His/RUNX1-biotin binding, biochemical; Q01196+Q13951; Potency, µM (top dose mostly 59.8 µM), for inactives: at the highest dose activity, negative = inhibition, hits mostly inhibitors; AID 1477; 230,000 tested, under 10 active; note: % of control where 0% means no effect
Target sequence (Q01196 whole entry, looked up): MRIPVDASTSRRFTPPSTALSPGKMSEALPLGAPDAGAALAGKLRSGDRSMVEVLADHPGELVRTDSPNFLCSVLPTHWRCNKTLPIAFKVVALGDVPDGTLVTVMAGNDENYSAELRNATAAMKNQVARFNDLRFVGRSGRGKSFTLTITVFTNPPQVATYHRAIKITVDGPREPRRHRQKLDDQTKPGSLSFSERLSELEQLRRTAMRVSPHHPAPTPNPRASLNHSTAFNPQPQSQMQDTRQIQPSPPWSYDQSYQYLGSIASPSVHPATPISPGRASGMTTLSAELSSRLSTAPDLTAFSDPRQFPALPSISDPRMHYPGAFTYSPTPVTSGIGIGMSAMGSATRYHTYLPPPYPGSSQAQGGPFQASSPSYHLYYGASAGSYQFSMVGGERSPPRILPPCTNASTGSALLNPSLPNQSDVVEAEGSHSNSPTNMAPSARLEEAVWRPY
Target sequence (Q13951 whole entry, looked up): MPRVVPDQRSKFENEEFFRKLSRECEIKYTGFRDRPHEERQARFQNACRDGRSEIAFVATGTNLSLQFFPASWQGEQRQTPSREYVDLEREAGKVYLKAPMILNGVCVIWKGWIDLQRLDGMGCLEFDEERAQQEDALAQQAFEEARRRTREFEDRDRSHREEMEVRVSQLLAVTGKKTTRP
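Interaction loss through any mechanism counts as activity. Pre-formed complex of His-CBF-beta and biotin-RUNX1 (30 nM apiece) is incubated with compound 15 min, then with 50 ng nickel and 50 ng streptavidin beads for 90 min before AlphaScreen detection.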
GAA glycogen: inhibitors or activators of human alpha-glucosidase glycogen cleavage | AID 2100 | Potency, µM (titrated, usually from 76.4 µM), for inactives: at the top dose activity change, negative = inhibition, hits mostly inhibitors | 300,000 tested, 0.38% active | recombinant GAA, glycogen substrate, Amplex Red glucose oxidase fluorescence | P10253;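 note: potency is the fitted concentration of half-maximal effect; 0% = full enzyme reaction and -100% = no-enzyme basal signal; the screen sought inhibitors and activators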
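Recombinant human alpha-glucosidase (4 nM final) hydrolysed bovine liver glycogen (30 ug) for 40 min at 37 C in pH 5.0 citrate/phosphate with 0.01% Tween-20. Released glucose detected by glucose oxidase/Amplex Red, Ex 573/Em 610 nm. Compounds up to 77 uM; AC50 from Hill fits.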
HTT cytoprotect: Huntington cell model cytoprotection by ATP luminescence; 230,000 tested, 0.14% active; Potency, µM (top dose mostly 56.4 µM), inactives show cytoprotection (ATP increase), hits mostly activators; PC12 HTT-Q103 induced, cytoprotection, ATP luminescence, 40 h;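 note: potency is the fitted concentration of half-maximal effect; % of control where 0% means no effect; nearly all actives have a fitted effect of over 45% in size; toxic huntingtin expression switched on by the ecdysone agonist tebufenozide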
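PC12 cells with ecdysone-inducible HTT exon 1 Q103-GFP, induced with 100 nM tebufenozide and co-treated with library compounds in a dose series (1536-well, 1500 cells/well). Cytoprotection read as ATP content by ATPlite luminescence.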
HTT aggregate: mutant huntingtin aggregation inhibition. PC12 HttQ103-GFP aggregates, Acumen cytometry, 40 h. Potency, µM (highest dose often 46.1 µM), without a hit: top-dose activity change, negative = inhibition, actives largely listed as inhibitors. 220,000 tested, 1.1% active. AID 1688; note: potency is the fitted concentration of half-maximal effect; % is set by controls: 0 for no effect and ±100 for the full control effect; nearly all actives have a fitted effect of over 60% in size
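Read-out: GFP aggregate count by laser scanning cytometer (488 nm excitation, 500-530 nm emission, 1–25 µm objects >6 SD above background). Cells: PC12, inducible HTTex1-Q103-GFP, 100 nM tebufenozide; compounds titrated.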
GAA spleen mod: inhibits or activates alpha-glucosidase in human spleen homogenate; human spleen homogenate, 4-MU-alpha-glucoside fluorescence; P10253; Potency, µM (series often up to 79.9 µM), inactives show top-dose activity change, negative = inhibition, usual class: inhibitors; 240,000 tested, 0.006% active;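 note: potency is the fitted concentration of half-maximal effect; 0% = enzyme with vehicle and -100% = no enzyme basal signal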
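Human spleen homogenate (1 ug) with 4-methylumbelliferyl-alpha-D-glucopyranoside (1 mM final) in 50 mM citrate/phosphate pH 5.0, 0.01% Tween-20; 40 min at 37 C. Stopped at pH 10; 4-MU fluorescence Ex 365/Em 440 nm; AC50 by Hill fit.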
GAA inh: alpha-glucosidase (human) inhibition. 200,000 tested, 0.005% active. Potency, µM (highest dose often 76.9 µM), for the others: at the top dose activity change, negative = inhibition, most hits filed as inhibitors. purified human GAA, 4-MU-alpha-glucoside fluorescence;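 note: potency is the fitted concentration of half-maximal effect; plate controls were uninhibited enzyme wells for no effect and no-enzyme background for full effect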
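Human alpha-glucosidase, 4 nM, pre-mixed with test compounds before 400 uM 4-methylumbelliferyl substrate; 20 min room temperature at pH 5.0. Fluorescence read after pH 10 stop; AC50 values from Hill-equation fits.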
Lamin A splicing: LMNA splicing modulation. HeLa LMNA splicing GFP/RFP minigene ratio, 48 h. Potency, µM (titrated, usually from 46.1 µM), for the others: at the top dose ratio change, negative = inhibition, actives largely listed as inhibitors. 200,000 tested, 0.01% active. AID 1487; active = well fitted inhibition curve with a large enough effect in the signal ratio, with a control signal flat, not every such curve was filed as active; inconclusive = small, poorly fitted or top-dose-only effect, or effect the other way, or a change in a side signal; the % refers to the signal ratio; note: potency is the fitted concentration of half-maximal effect; % is set by controls: 0 for no effect and ±100 for the full control effect
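Read-out is the ratio of GFP to DsRed2 object intensity, acquired by 488 nm laser-scanning cytometry on HeLa lamin A-EGFP minigene reporter cells. Compound incubation 48 hrs at 37 °C in Opti-MEM with 2% FBS; DMSO 0.5% final.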
* hit, by the source's call; ? = inconclusive; . = not tested or not shown; & = joins results of further samples; [ ] = remark or other dose. Unless noted, calls come from the whole dose curve; as a rule, active = well fitted curve in the direction sought with a large enough effect; inconclusive = small, poorly fitted or top-dose-only effect, or another doubt; inactive = no such curve, though single readings can be large; an effect the other way counts as inactive or inconclusive. Hits appear at their usual frequency; any-hit rate near 1.5%.

Structure | GAA inh | CBFb RUNX1 block | HTT cytoprotect | GAA glycogen | GAA spleen mod | Lamin A splicing | HTT aggregate
Cc1cc(Cl)cc(Br)c1OCCCNCC(C)O (stereo not drawn) | -2% | -5% | -59%[inhibitor] | 6% | 2% | ? | -1%
CCCCOc1cc(C)nc(NCc2ccccc2)n1 | ? | -15% | -20% | -29% | 11% | ? | -19%
COc1cc(NC(=O)c2ccccc2)c(OC)cc1NC(=O)Cc1cccs1 | -2% | ? | -15%[10 µM] | 2% | 2% | . | 3%[9.22 µM]
C/C(=N\Nc1ncc(Cl)cc1Cl)c1cccs1 | 4% | -6% | -92%[inhibitor] | ? | 7% | ? | 15%
C=CCn1c(SCC(=O)Nc2ccc3c(c2)CCC3)nc2ccccc2c1=O | 4% | 8% | -16%[10 µM] | -1% | 4% | 4% | 10%
COC(=O)c1cc(NC(=O)CSc2nncn2C)cc(C(=O)OC)c1 | 11% | 0% | 8% | 6% | 2% | 9% | -19%
C=CCNC(=S)Nc1ccc(Br)cc1F | 3% | 9% | 8%[10 µM] | 5% | -3% | ? | 7%
CSc1nc(=O)n(-c2ccccc2)c(C)c1C(C)=O | 2% | 1% | -1% | 4% | 12% | 2% | -2%
C=C(C)C(=O)OC[C@@H]1CCC[N@+]2(C)CCCCC12 (stereo partly drawn) | . | 15% | -51%[inhibitor] | . | 4% | . | .
O=C(Cc1ccccc1)NC1CCN(Cc2ccccc2)CC1 | -5% | 7% | -17% | 7% | -1% | -5%[46 µM] | 10%
Cc1ccc(-c2oc3ccccc3c(=O)c2O)cc1 | -1% | 5% | -13% | -2% | 0% | ? | 11µM*
COc1ccccc1Nc1nc(-c2cccc([N+](=O)[O-])c2)cs1 | . | -27% | 13%[10 µM] | -27% | 0% | . | 10%[9.22 µM]
CN1CCN(c2cc(-c3ccccc3Cl)ncn2)CC1 | . | . | -27% | . | 5% | 0% | .
COc1ccc(N2CCN(C(=O)COc3ccc4c(C)cc(=O)oc4c3)CC2)cc1 | ? | -29% | -10% | -4% | 5% | -20%[46 µM] | -12%
Cc1cc(C)nc(N2CCCC(C(=O)Nc3nnc(C(C)(C)C)s3)C2)n1 (stereo not drawn) | 12% | 2% | -6%[10 µM] | -10% | 6% | . | 7%[9.22 µM]
O=C(c1cnn2cccnc12)N1CCN(c2ccccc2)CC1 | -3% | 2% | 3%[0.074 µM] | -6% | -4% | -2% | -18%
Cc1c(NC(=O)c2cc(CC(C)C)on2)c(=O)n(-c2ccccc2)n1C | 7% | 5% | 29% | 2% | -13% | -8% | -1%
CN(C(=O)COc1cc(C(F)(F)F)nn1C)c1ccccc1 | 9% | 0% | -19% | 11% | 5% | . | 9%[9.22 µM]
NC(=O)CSc1nnc(COc2ccccc2)n1N | . | 4% | 21%[10 µM] | 4% | 6% | . | -9%[9.22 µM]
COc1ccc(NC(=O)C2CCC(=O)N2)cc1 (stereo not drawn) | 0% | -1% | -11% | 14% | 2% | -8% | 12%
C=CCN1C(=O)/C(=C/c2ccsc2)SC1=S | -2% | -6% | 13% | 0% | 0% | -14%[46 µM] | 9%
COc1cccc(C(C(=O)NC(C)(C)C)N(CCC(C)C)C(=O)CCC(=O)Nc2cc(C)on2)c1OC (stereo not drawn) | 9% | -5% | . | 11% | 2% | . | .
O=C(O)c1ccc(S(=O)(=O)c2ccc3c(c2)C(=O)N(CC2CCCO2)C3=O)cc1 (stereo not drawn) | -13% | 8% | 4% | -2% | -4% | 13% | 10%
Cc1c(O)ccc(/C(Cc2ccc3ccccc3n2)=N\O)c1O | 6% | -10% | -24% | ? | -6% | 11% | -30%
CCNC(=S)N1CCN(CCN=CC2=C(O)CC(C)(C)CC2=O)CC1 | . | 2% | -4%[10 µM] | 2% | 2% | . | -1%[9.22 µM]
CNC(=O)c1ccc(-n2nc(C)cc2-c2ccccc2)cc1 | 1% | -8% | -67%[inhibitor] | 7% | -10% | 5% | 30%
CC(=O)N1CCN=C1SCc1ccc(C)cc1 | 3% | 1% | -1% | -13% | 2% | -7% | -9%
COc1ccccc1N1CCN(CC(=O)Nc2c(C)n[nH]c2C)CC1 | ? | 3% | -6% | 14% | -7% | -1% | 9%
CC(C)(O)C(=O)O | . | ? | -13% | . | 7% | . | .
O=C(Nc1ccc(S(=O)(=O)Nc2ncccn2)cc1)c1ccc(Br)s1 | 3% | 0% | 1% | 8% | -6% | -7% | 15%

Structure | GAA inh | CBFb RUNX1 block | HTT cytoprotect | GAA glycogen | GAA spleen mod | Lamin A splicing | HTT aggregate
O=C(Nc1ccccc1)N(Cc1ccc2c(c1)OCO2)Cc1nc2ccccc2c(=O)[nH]1 | ? | 6% | -13% | 2% | -5% | -1% | -3%
Fc1ccc2nc3n(c2c1F)CCCCCC3 | -8% | 5% | -18% | -7% | 2% | ? | -30%
CCCCN1CCCC1CNC(=O)c1cc(C#N)c2ccccc2c1OC (stereo not drawn) | 0%[15.4 µM] | 8% | . | 5% | 3% | . | .
CCOc1ccc(-n2ccnc2)nn1 | . | 7% | 22%[10 µM] | 7% | -2% | . | 17%[9.22 µM]
COc1cc(NS(=O)(=O)c2ccc(NC(=O)c3ccc(S(=O)(=O)N4CCCCC4)cc3)cc2)ncn1 | ? | -5% | -21% | 5% | -9% | . | -6%
CCOC(=O)C1=C(c2ccccc2)O/C(=C(\C(=O)OC)C(F)(F)F)S1 | -15% | 3% | 3% | -1% | -4% | 6% | -15%
O=C(OCc1nc2ccccc2s1)c1cnccn1 | -1% | -2% | -6% | -9% | -5% | 2% | -8%
COc1ccc(CC2(CO)CCN(Cc3ccncc3)CC2)cc1 | 2% | -1% | . | -14% | 3% | 14%[46 µM] | .
O=C1/C(=C/c2cccnc2)Sc2ccccc21 | -2% | -6% | -3% | -4% | -2% | -1% | 8%
Cc1oc(-c2cc(F)ccc2F)nc1CN1CCN(c2ncnc3ccccc23)CC1 | 4% | 4% | 32%[10 µM] | -7% | 2% | ? | 5%[9.22 µM]
O=C1N/C(=N\N=C\c2cccs2)SC1Cc1ccc(Cl)cc1Cl (stereo not drawn) | ? | 0% | -1%[10 µM] | 14% | 0% | ? | -9%
CC1=C/C(=N\S(=O)(=O)c2ccccc2)C(C(C)C)=CC1=O | -3% | 0% | 32% | ? | -6% | ? | 16%
CSc1cccc(NC(=O)C2CCCN(S(=O)(=O)c3ccc(F)cc3)C2)c1 (stereo not drawn) | -7% | 9% | 26%[10 µM] | -18% | 1% | ? | -9%
O=C(/C=C/c1ccc(Cl)cc1)Nc1ccc(N2CCOCC2)cc1 | 11% | -3% | -31%[inhibitor][1.9 µM] | 16% | 6% | ? | 28%[9.22 µM]
NC(N)=Nc1nc2ccc([N+](=O)[O-])cc2[nH]1 | ? | -1% | 8%&-2%[10 µM] | -1% | -1% | . | 2%[9.22 µM]
CCN(CC)CCn1c(NCc2ccccn2)nc2ccccc21 | -6% | 16% | -13% | -9% | -4% | 7% | -2%
Cc1nc(SCC(=O)NCc2ccccc2)c2c(=O)n(C)c(=O)n(C)c2n1 | -6% | 11% | -17% | 6% | -4% | -9% | -11%
COc1ccc(C2CC3(CC(C)(C)NC(=O)N3)Oc3cc(O)ccc32)cc1 (stereo not drawn) | -26% | -2% | 5% | -1% | -4% | ? | 6%
CC(C(=O)NCC1CCCCC1)N1CCN(S(=O)(=O)c2ccccc2F)CC1 (stereo not drawn) | -4% | 9% | 10%[10 µM] | -8% | -15% | -10%[46 µM] | 12%
Nc1nnc(SCc2nc3scc(-c4ccccc4)c3c(=O)[nH]2)s1 | . | ? | 31%[10 µM] | -2% | 1% | . | -19%[9.22 µM]
CN=CC1=C(O)c2ccccc2C1=O | -2% | 1% | 8% | 4% | -6% | -3% | 11%
CC1CC(C)CN(C(=O)c2ccncc2)C1 (stereo not drawn) | 3% | 3% | 8% | ? | -3% | 11% | 0%
COc1ccc2nc(NC(=O)CCc3cc(OC)c(OC)c(OC)c3)sc2c1 | -9% | 0% | -18% | -13% | 3% | . | -18%
Cc1ccc(OCC(=O)Nc2ccc(N3CCN(C(=O)c4ccco4)CC3)cc2)cc1C | -11% | -9% | 7%[10 µM] | -8% | 9% | ? | -3%[9.22 µM]

A draw from above in order of SMILES length, smallest number first.
Structure | GAA inh | CBFb RUNX1 block | HTT cytoprotect | GAA glycogen | GAA spleen mod | Lamin A splicing | HTT aggregate
NC(=O)CSc1nnc(COc2ccccc2)n1N | . | 4% | 21%[10 µM] | 4% | 6% | . | -9%[9.22 µM]
CN(C(=O)COc1cc(C(F)(F)F)nn1C)c1ccccc1 | 9% | 0% | -19% | 11% | 5% | . | 9%[9.22 µM]
CCCCN1CCCC1CNC(=O)c1cc(C#N)c2ccccc2c1OC (stereo not drawn) | 0%[15.4 µM] | 8% | . | 5% | 3% | . | .
O=C(/C=C/c1ccc(Cl)cc1)Nc1ccc(N2CCOCC2)cc1 | 11% | -3% | -31%[inhibitor][1.9 µM] | 16% | 6% | ? | 28%[9.22 µM]
CC1=C/C(=N\S(=O)(=O)c2ccccc2)C(C(C)C)=CC1=O | -3% | 0% | 32% | ? | -6% | ? | 16%
COc1cc(NC(=O)c2ccccc2)c(OC)cc1NC(=O)Cc1cccs1 | -2% | ? | -15%[10 µM] | 2% | 2% | . | 3%[9.22 µM]
CC(C(=O)NCC1CCCCC1)N1CCN(S(=O)(=O)c2ccccc2F)CC1 (stereo not drawn) | -4% | 9% | 10%[10 µM] | -8% | -15% | -10%[46 µM] | 12%
Cc1ccc(OCC(=O)Nc2ccc(N3CCN(C(=O)c4ccco4)CC3)cc2)cc1C | -11% | -9% | 7%[10 µM] | -8% | 9% | ? | -3%[9.22 µM]
O=C(Nc1ccccc1)N(Cc1ccc2c(c1)OCO2)Cc1nc2ccccc2c(=O)[nH]1 | ? | 6% | -13% | 2% | -5% | -1% | -3%
